MEX-5 binding: C. elegans MEX-5 TCR-2 RNA binding activity; MEX-5/FITC-TCR2 RNA binding, fluorescence polarization; stronger effect = lower value; activity score (negative = inhibition of binding), % at 10 µM; actives 0.38% (n = 300,000); AID 1832;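 active = inhibition past about -25% in most replicates, and total fluorescence under double the plate's negative control median, limit read from the data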;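 note: 0% = DMSO and -100% = 5 µM competing unlabeled TCR2 RNA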
Fam108B counter: Fam108B inhibition, counter-screen for RBBP9 inhibitors. inhibition, % at 9.51 µM. recombinant Fam108B, FP-Rh probe fluorescence polarization. AID 1947. actives 0.33% (n = 300,000);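 active = inhibition above the screen mean inhibition plus 3 SD, computed separately per campaign, cut at about 18% in these data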;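 note: inhibitors lower polarization as less probe binds the enzyme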
PME-1 primary: PME-1 (human) inhibition | inhibition, % at 5.9 µM | actives 0.53% (n = 320,000) | recombinant PME-1, FP-Rh probe fluorescence polarization;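 active = inhibition above the campaign mean of all compounds plus 3 SD, cut at about 26% in these data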;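 note: competitive labeling of PME-1 active site by serine hydrolase directed probe; 0% = PME-1 with DMSO and 100% = wells lacking PME-1 enzyme; inhibitors block probe labeling so polarization falls and inhibition rises; many of its hits are not listed in these tables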
Bcl-xL primary: blocks human Bcl-xL binding to Bim BH3 peptide | actives 0.7% (n = 320,000) | GST-Bcl-xL / FITC-Bim BH3 peptide fluorescence polarization | inhibition, % at 10.9 µM;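 active = inhibition above the mean of all tested compounds plus 3 SD, cutoff set per campaign, cut at about 30% in these data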;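 note: 0% = DMSO wells and 100% = unlabeled Bim-BH3 peptide competitor; inhibitors lower millipolarization by displacing the labeled peptide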
MCL1 BIM primary: inhibitors of human MCL1 binding to BIM-BH3 peptide; Q07820; GST-MCL1 / FITC-Bim-BH3 fluorescence polarization; inhibition, % at 10.9 µM; actives 0.68% (n = 320,000); AID 2057;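 active = inhibition above the mean inhibition of all tested compounds plus 3 SD, set per campaign, cut at about 40% in these data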;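 note: 0% = DMSO wells and 100% = unlabeled Bim-BH3 peptide control; higher means more loss of mP so more displacement of Bim peptide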
GRK2 inh: blocks RNA aptamer binding to human GRK2; P25098; actives 0.59% (n = 330,000); inhibition of aptamer binding, % at 10 µM; bead flow cytometry, FAM-aptamer displacement from GRK2; AID 488847;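 active = inhibition of aptamer binding above 40%, roughly 3 SD of noise, on plates passing a quality check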;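 note: median bead fluorescence of bound FAM aptamer so fluorescent compounds give negative values; no value below 0 was filed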
Efflux pump mplx: inhibitors of Candida antifungal efflux pumps expressed in yeast; S. cerevisiae Candida pump triplex, Nile Red efflux; inhibition, % at 10 µM; actives 0.44% (n = 330,000);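 active = plate passing quality check with inhibition over a set limit, or well fluorescence over plate mean plus 4 SD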;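 note: Nile Red retained in pooled yeast measured as flow cytometry median fluorescence; 0% = buffer negative control and 100% = Enniatin B positive control; higher means more Nile Red kept so more efflux inhibition; some compounds called inactive have numbers as strong as hits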
VLA-4 inh: inhibition in a human VLA-4 binding assay | P13612 | VLA-4 expressing cells, ligand binding flow cytometry | AID 2557 | actives 0.2% (n = 330,000) | inhibition, % (about 7 µM as worked out from the volumes in the protocol); in the data active = inhibition above about 50%
Target sequence (P13612 whole entry, looked up): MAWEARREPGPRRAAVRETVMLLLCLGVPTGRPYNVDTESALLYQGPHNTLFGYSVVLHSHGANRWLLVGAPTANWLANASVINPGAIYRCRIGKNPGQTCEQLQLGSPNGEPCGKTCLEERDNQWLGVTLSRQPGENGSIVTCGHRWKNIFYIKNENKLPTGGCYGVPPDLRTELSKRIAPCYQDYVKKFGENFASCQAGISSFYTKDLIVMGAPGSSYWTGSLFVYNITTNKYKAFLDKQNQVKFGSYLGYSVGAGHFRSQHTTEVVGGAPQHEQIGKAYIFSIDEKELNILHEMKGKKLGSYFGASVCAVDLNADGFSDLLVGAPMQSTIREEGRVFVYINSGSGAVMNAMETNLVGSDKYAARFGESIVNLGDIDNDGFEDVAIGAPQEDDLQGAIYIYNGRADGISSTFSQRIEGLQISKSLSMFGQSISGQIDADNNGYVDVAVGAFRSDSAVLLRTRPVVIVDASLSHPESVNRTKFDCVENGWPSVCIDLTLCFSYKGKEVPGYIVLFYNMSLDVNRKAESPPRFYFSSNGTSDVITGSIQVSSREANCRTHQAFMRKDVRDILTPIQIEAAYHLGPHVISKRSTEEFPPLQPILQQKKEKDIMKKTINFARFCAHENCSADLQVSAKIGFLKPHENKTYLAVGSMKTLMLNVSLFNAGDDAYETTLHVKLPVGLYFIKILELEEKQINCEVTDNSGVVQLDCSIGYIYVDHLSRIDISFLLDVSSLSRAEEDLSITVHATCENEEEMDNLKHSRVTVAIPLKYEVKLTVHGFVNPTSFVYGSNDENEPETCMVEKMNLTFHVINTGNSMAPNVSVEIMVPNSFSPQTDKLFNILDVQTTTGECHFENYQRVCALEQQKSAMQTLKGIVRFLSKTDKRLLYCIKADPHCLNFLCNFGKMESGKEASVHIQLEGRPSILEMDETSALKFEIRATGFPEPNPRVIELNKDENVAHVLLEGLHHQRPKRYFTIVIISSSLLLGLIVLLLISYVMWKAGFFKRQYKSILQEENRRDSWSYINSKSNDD
GLD-1 TGE inh: GLD-1-TGE RNA interaction inhibition (C. elegans); Q17339; purified GLD-1 + fluorescein TGE RNA, fluorescence polarization; inhibition, % at 5.96 µM; actives 0.44% (n = 320,000); AID 2280;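 active = percent inhibition above a per-plate cutoff, the plate mean of test compounds plus 3 SD, cut at about 30% in these data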;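 note: 0% = DMSO wells with GLD-1 and probe and 100% = wells lacking GLD-1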
Numbers without * were called inactive; . = no result given.

smiles	MEX-5 binding	Fam108B counter	PME-1 primary	Bcl-xL primary	MCL1 BIM primary	GRK2 inh	Efflux pump mplx	VLA-4 inh	GLD-1 TGE inh
O=C(c1ccc(=O)oc1)N1CCCc2ccccc21	-17.6	2.1	-7.3	14.1	12.3	42.0*	-0.1	-5.4	-1.0
CC(C)(C)c1ccc(N/N=C(\C#N)S(=O)(=O)C(C)(C)C)cc1	-1.7	1.0	-0.8	3.7	0.0	1.0	-0.1	7.1	-0.8
CCc1cccc(CC)c1C(O)c1cccnc1 (stereo unspecified)	0.3	0.2	7.2	-0.7	-1.5	1.0	-0.1	29.4	-0.4
Cc1ccc(NC(=S)Nc2ccc(S(=O)(=O)Nc3ncccn3)cc2)cc1Cl	.	-2.2	1.2	6.3	6.4	1.0	-0.1	5.5	-4.4
O=C(Nc1cccnc1Cl)c1cc(-c2ccc(Br)cc2)on1	-1.2	0.4	-0.5	8.2	6.0	2.0	0.1	0.6	-2.4
O=C(O)c1cccc(CN2C(=O)S/C(=C/c3cccc([N+](=O)[O-])c3)C2=O)c1	0.4	5.2	1.2	9.7	9.3	6.0	0.1	19.6	-1.2
CC(=O)Nc1ccc(C(=O)CSc2nnc(C)o2)cc1	1.2	1.5	4.1	4.1	4.5	2.0	0.0	0.3	-1.4
CC1CCN(C(=O)COC(=O)c2cc3ccccc3cc2O)CC1	-3.7	1.9	-2.7	1.6	1.8	2.0	0.1	12.2	6.5
Cc1ccccc1/C=N/N1CCN(c2ccccc2)CC1	-0.8	-3.4	-1.0	9.2	3.6	1.0	0.1	-0.4	-1.1
Cc1cc(NS(=O)(=O)c2ccccc2)c([N+](=O)[O-])cc1C	0.1	9.4	-1.9	9.4	5.2	0.0	0.0	-2.2	7.7
COC(=O)c1ccc(COc2cc(O)c3c(c2)OC(C)(C)CC3=O)cc1	0.0	-3.2	-1.3	4.5	3.9	0.0	0.0	9.0	5.9
COc1ccc(-n2cnnc2SCC(=O)Nc2cc(S(=O)(=O)N3CCCCC3)ccc2C)cc1	-0.9	-0.9	5.4	-16.5	-19.8	32.0	0.2	0.1	-7.8
CCOC(=O)N1CCN(C(=O)c2ccccc2NC(=O)c2ccc(OC)cc2)CC1	0.7	-2.4	-5.1	4.4	-1.5	3.0	-0.1	6.3	3.9
CCOC(=O)[C@H]1[C@H]2COc3ccc(Cl)cc3[C@@H]2N2C(=O)[C@@H](CO)NC(=O)[C@@]12C	.	.	.	.	.	0.0	-0.3	1.0	-1.0
COC(=O)c1cc(NC2c3ccccc3C(=O)N2c2ccc(Cl)cn2)cc(C(=O)OC)c1 (stereo unspecified)	1.4	-9.8	-3.9	6.2	4.3	1.0	0.2	-4.5	4.2
Cc1ccc(NC(=O)CN2C(=O)NC(C)(c3ccccc3)C2=O)c(C)c1 (stereo unspecified)	-1.2	-2.6	-0.6	5.4	-2.9	2.0	0.1	12.9	-8.2
C=CCn1c(C)c(C(C)=O)c(N2CCCC2)nc1=S	-0.3	1.6	4.0	1.0	5.0	0.0	0.0	6.4	-0.7
Cc1ccc(C(=O)NCCN(C)C)c(C)c1	1.0	-0.9	0.2	8.4	3.5	0.0	-0.1	-3.5	5.3
COC(=O)c1[nH]c(C)c(/C(O)=C2\C(=O)C(=O)N(CCN(C)C)C2c2ccc(C)o2)c1C (stereo unspecified)	-3.7	-1.3	-11.9	7.9	15.1	4.0	-0.1	-0.5	-3.2
Cc1cccc(NC(=O)COC(=O)c2cc3ccccc3oc2=O)c1	-1.6	2.4	3.7	1.8	9.8	0.0	0.0	24.9	1.3
CN(C(=O)c1ccccc1C(=O)c1ccccc1)C1CCS(=O)(=O)C1 (stereo unspecified)	2.7	-5.7	-2.1	-1.7	-5.5	0.0	-0.1	28.1	-1.8
CN1CC(=O)N/C1=N\C(=O)Nc1ccc2c(c1)N(C)C(=O)CS2	-4.2	4.9	-1.3	4.2	4.3	7.0	0.0	3.7	-5.3
Cc1ccc(C(C)C)cc1S(=O)(=O)NCc1ccccn1	-0.9	-0.8	-0.6	5.2	5.7	1.0	0.0	-2.9	-2.7
CCC(C)(C)NC(=O)c1ccc(Sc2nncn2C)c([N+](=O)[O-])c1	-0.5	3.3	0.0	-5.3	-8.1	1.0	-0.3	-2.2	2.9
CSc1nc(=S)cc(C)[nH]1	-0.8	0.1	-2.4	23.4	21.3	2.0	-0.1	-2.7	4.1
N#Cc1ccsc1NC(=O)C1CCCN1S(=O)(=O)c1cccs1 (stereo unspecified)	-0.1	-2.8	1.7	0.3	0.8	2.0	0.1	-7.8	-1.3
O=C(NCc1cccnc1)/C(=C/c1ccc([N+](=O)[O-])cc1)NC(=O)c1ccccc1	.	.	.	.	.	1.0	0.5	17.1	-14.0
O=C(COC(=O)c1cc(Br)ccc1O)NCC1CCCO1 (stereo unspecified)	2.4	-3.3	-8.6	-2.1	-0.8	2.0	0.0	2.3	8.9
COc1ccc(CNC(=O)NS(=O)(=O)c2ccc(C)cc2)cc1	0.3	2.8	-0.5	5.9	0.7	2.0	-0.1	-17.2	0.1
Cc1cccc2c1NC(=O)C21N2CCCC2C(C(=O)c2ccc3ccccc3c2)C12C(=O)Nc1ccccc12 (stereo unspecified)	-0.9	-2.5	-8.2	5.3	-3.8	0.0	0.1	-3.9	5.5
CS(=O)(=O)NCCSCc1ccc(Cl)cc1	0.8	3.6	-3.0	9.9	10.1	0.0	-0.1	9.4	1.0
Cc1cc(C)c(C#N)c(SCc2nc3ccccc3c(=O)[nH]2)n1	-0.2	-0.5	14.3	-1.4	-2.6	3.0	0.1	11.5	-2.3

The list goes on; it opens with the three that closed the last part.
smiles	MEX-5 binding	Fam108B counter	PME-1 primary	Bcl-xL primary	MCL1 BIM primary	GRK2 inh	Efflux pump mplx	VLA-4 inh	GLD-1 TGE inh
Cc1cccc2c1NC(=O)C21N2CCCC2C(C(=O)c2ccc3ccccc3c2)C12C(=O)Nc1ccccc12 (stereo unspecified)	-0.9	-2.5	-8.2	5.3	-3.8	0.0	0.1	-3.9	5.5
CS(=O)(=O)NCCSCc1ccc(Cl)cc1	0.8	3.6	-3.0	9.9	10.1	0.0	-0.1	9.4	1.0
Cc1cc(C)c(C#N)c(SCc2nc3ccccc3c(=O)[nH]2)n1	-0.2	-0.5	14.3	-1.4	-2.6	3.0	0.1	11.5	-2.3
CCCC1=NN2C(=N)/C(=C\c3cc(C)n(-c4cc(C)cc(C)c4)c3C)C(=O)N=C2S1	2.6	-0.3	-3.5	4.7	-6.9	1.0	0.0	-3.1	-3.4
CC1=CC(=C(C#N)c2nc3ccccc3s2)C=C(C)N1Cc1ccco1	-2.7	5.7	9.2	1.0	-8.0	0.0	-1.0	-61.5	4.0
c1ccc(CN(Cc2ccco2)C(c2ccncc2)c2nnnn2C2CCCC2)cc1 (stereo unspecified)	0.6	0.2	-5.4	15.8	10.0	2.0	0.6*	3.4	16.1
CCN(C(=O)c1cc2c(=O)[nH]c3ccc(C)cc3c2s1)c1ccccc1C	0.4	-2.7	3.1	8.7	6.2	0.0	0.1	13.5	5.1
CCOc1ccc(C)cc1S(=O)(=O)Nc1cccnc1	-2.0	3.9	-3.6	9.2	2.4	0.0	0.0	-11.2	4.0
Cc1nc2ccccc2c(=O)n1/N=C/C=C/c1ccccc1	-1.2	24.0*	0.8	1.3	5.4	0.0	0.0	2.3	-0.3
CCCCn1c(N)c(N(CCOC)C(=O)CN(C)S(=O)(=O)c2ccc(Cl)cc2)c(=O)[nH]c1=O	-2.6	2.4	7.2	-5.3	-14.7	0.0	-0.1	21.1	-12.9
CC/C(=N\NC(=O)CSCc1ccccc1Cl)c1ccc2c(c1)OCCO2	3.3	1.1	-4.7	3.6	4.5	4.0	0.1	0.0	-2.7
CCCOc1ccc(CNC(=S)N/N=C/c2ccc([N+](=O)[O-])cc2)cc1	-2.6	0.5	-10.3	0.9	-0.4	0.0	-0.2	-2.3	5.4
CCN(CC)S(=O)(=O)c1cc(C(=O)Nc2ccccc2C(=O)O)ccc1OC	-3.3	3.0	1.8	7.3	7.1	5.0	0.1	3.3	-1.2
COc1ccc(C2(c3ccc(OC)cc3)NC(=O)N(CC(=O)N(C)c3ccccc3)C2=O)cc1	2.2	-4.2	0.7	-2.0	2.0	2.0	0.1	20.3	-6.2
OC(CNc1ncnc2sccc12)c1ccccc1 (stereo unspecified)	0.9	2.9	-3.0	-1.2	-5.6	0.0	0.2	8.9	6.1
COc1cc(/C=C2\SC(N)=NC2=O)cc(Cl)c1O	4.5	-4.9	-3.6	-29.4	-52.1	0.0	-0.1	-10.1	-75.5
O=C(NCC1CCCO1)C(=O)N/N=C/c1cccc(Cl)c1 (stereo unspecified)	2.9	-1.5	1.6	-3.8	-9.1	1.0	0.2	2.6	0.2
COC(=O)CNC(=O)COC(=O)c1cc(Cl)cc(Cl)c1N	-2.5	3.9	0.9	10.6	10.9	0.0	0.2	11.6	-1.9
CC1CCN(C(=O)CNC(=O)Cn2ccc3ccccc3c2=O)CC1	2.8	-2.2	-5.8	2.0	-9.8	1.0	-0.1	4.1	3.6
COc1ccc(NC(=O)CCOc2ccc(C)cc2)cc1S(=O)(=O)N1CCOCC1	.	.	1.3	4.1	5.1	0.0	0.0	10.0	2.3
O=C(NCCN1CCN(c2ccccc2F)CC1)C1c2ccccc2C(=O)N2CCc3ccccc3C12 (stereo unspecified)	-0.3	3.9	-9.7	2.5	1.4	3.0	-0.2	-7.8	-3.5
CCn1c(N2CCN(Cc3ccc([N+](=O)[O-])cc3)CC2)nc2ccccc21	-7.8	-1.6	1.8	2.5	0.4	0.0	0.2	1.9	-0.4
COC(=O)CC(NS(=O)(=O)c1cccs1)c1ccccc1Cl (stereo unspecified)	3.5	5.9	0.6	3.0	3.3	0.0	0.0	0.2	-6.9
CCCOc1ccc(C(C)=O)cc1CSc1nc(O)cc(=O)[nH]1	1.5	2.0	0.1	3.4	2.9	6.0	-0.1	-2.3	-5.4
Cc1nc([N+](=O)[O-])cn1Cc1cccc2ccccc12	-1.3	0.7	3.2	1.2	15.9	4.0	0.1	-0.2	0.0
COC1(OC)N=C(NC(=O)Nc2ccccc2)C2(C#N)C(c3ccccc3)C12C#N (stereo unspecified)	-1.3	-2.2	-1.9	-0.3	-6.0	0.0	-0.1	32.2	-1.2
N#C/C(=C/c1ccc([N+](=O)[O-])cc1)C(N)=O	1.2	-1.4	-0.4	5.3	10.6	2.0	0.1	-6.3	-2.7
COc1ccc(/C=N/NC(=O)c2cccc3ccccc23)c(OC)c1OC	-1.4	0.5	2.5	0.9	3.2	1.0	-0.1	-5.1	-2.7
COc1cccc(N2CCN(C(=O)CCCCCNc3nc(=S)[nH]c4ccccc34)CC2)c1	1.3	0.0	3.3	11.7	7.3	0.0	-0.6	-4.1	-3.9

Entries listed above printed as active in GRK2 inh.
smiles,MEX-5 binding,PME-1 primary,Bcl-xL primary,MCL1 BIM primary,GRK2 inh,Efflux pump mplx,VLA-4 inh,GLD-1 TGE inh
O=C(c1ccc(=O)oc1)N1CCCc2ccccc21,-17.6,-7.3,14.1,12.3,42.0*,-0.1,-5.4,-1.0

This is a subset; count on the stated rates, not on these rows.
